DUSP3 inh: inhibitors of human VHR1 phosphatase (DUSP3) | AID 1654 | 290,000 compounds, 0.52% hits | recombinant VHR phosphatase, pNPP absorbance | inhibition, % at 13.3 µM; in the data active means inhibition above about 50%; further: some compounds called inactive have numbers as strong as hits
Target sequence (P51452 whole entry, looked up): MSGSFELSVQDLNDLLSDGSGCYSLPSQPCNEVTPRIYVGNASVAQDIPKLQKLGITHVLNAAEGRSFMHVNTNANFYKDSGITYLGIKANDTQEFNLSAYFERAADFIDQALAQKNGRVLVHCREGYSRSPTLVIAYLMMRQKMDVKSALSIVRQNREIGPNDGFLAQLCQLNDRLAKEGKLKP
Y pestis TopoI: blocks Yersinia pestis topoisomerase I activity; activity, % at 10 µM; 360,000 compounds, 0.064% hits; Y. pestis Topo-I cleavage product accumulation, plate reader; in the data active means activity above about 50%, passing the limit was not always enough; further: inactives centre near 2
PfHsp40 rescue: rescue of PfHsp40-mediated yeast toxicity | 340,000 compounds, 0.68% hits | S. cerevisiae expressing PfHsp40, growth rescue, ATP luminescence | AID 504582 | growth rescue, % at 12.5 µM; in the data active means growth rescue above about 28%, passing the limit was not always enough;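 further: yeast W303a lacking pdr1 and pdr3 grown in galactose medium; growth measured after three days at 30 °C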
MazEF act: increases E. coli MazEF RNase cleavage of RNA. AID 504720. P0AE70. 350,000 compounds, 0.32% hits. FAM/BHQ RNA-DNA oligo cleavage fluorescence, 5 h. activation, % at 20 µM; in the data active means activation above about 50%
Target sequence (P0AE70 whole entry, looked up): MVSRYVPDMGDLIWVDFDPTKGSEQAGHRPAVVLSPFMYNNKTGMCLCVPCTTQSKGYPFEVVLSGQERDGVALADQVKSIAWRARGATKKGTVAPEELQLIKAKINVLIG
SARS 3CLpro inh: SARS-CoV 3CLpro protease inhibition; recombinant SARS-CoV 3CLpro, quenched FRET peptide cleavage; inhibition, % at 6 µM; P0C6X7; 290,000 compounds, 0.14% hits; in the data active means inhibition above about 12%
Rv3671c inh: inhibits the M. tuberculosis serine protease Rv3671c; inhibition, % at 5.96 µM; P9WHR9; 320,000 compounds, 0.048% hits; AID 2606; in the data active means inhibition above about 38%;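 further: extracellular domain of Rv3671c used as enzyme; 0% = enzyme with DMSO and 100% = no enzyme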
Target sequence (P9WHR9 whole entry, looked up, the tested form may be a part): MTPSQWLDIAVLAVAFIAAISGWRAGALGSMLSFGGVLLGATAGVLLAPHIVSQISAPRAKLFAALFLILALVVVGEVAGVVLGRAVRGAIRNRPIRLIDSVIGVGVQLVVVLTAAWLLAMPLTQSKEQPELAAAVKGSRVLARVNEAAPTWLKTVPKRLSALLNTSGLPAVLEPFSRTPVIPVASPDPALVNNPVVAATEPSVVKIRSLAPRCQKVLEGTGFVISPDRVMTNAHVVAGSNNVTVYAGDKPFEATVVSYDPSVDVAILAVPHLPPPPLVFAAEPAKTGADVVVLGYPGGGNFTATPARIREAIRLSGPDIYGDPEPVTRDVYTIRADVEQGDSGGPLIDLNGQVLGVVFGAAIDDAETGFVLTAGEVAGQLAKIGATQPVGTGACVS
Anthrax LF prot: inhibitors of Bacillus anthracis lethal factor protease | inhibition, % at 10 µM | multiplex microsphere protease cleavage assay, LF | 360,000 compounds, 0.12% hits | AID 588501; in the data active means inhibition above about 30%; further: plate controls were buffer without enzyme for full effect and enzyme alone for no effect
SSB-PriA inh: inhibitors of Klebsiella pneumoniae PriA binding to SSB C-terminal tail; inhibition, % at 33 µM; AID 1272365; AlphaScreen SSBct-PriA binding, biotinylated peptide; 430,000 compounds, 0.6% hits; in the data active means inhibition mostly above about 37%, no sharp cut-off; inactive means mostly below about 20%;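 further: plate controls were negative control peptide for no effect and reference peptide for full effect; strong numbers were not always called active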
TcdB GH inh: inhibitors of Clostridioides difficile toxin B glycohydrolase. inhibition, % at 9.99 µM. TcdB glycohydrolase enzymatic assay, plate reader. P18177. 350,000 compounds, 0.24% hits; in the data active means inhibition above about 10%
BH1578 lux ind: induces V. cholerae light production without autoinducers | V. cholerae BH1578 lux reporter, luminescence, 6 h | activation, % at 18.7 µM | 350,000 compounds, 0.16% hits; in the data active means activation mostly above about 9.7%, no sharp cut-off; further: not every result past the cut was called active; inactives centre near 0; reference of the scale not given here
Starred values were filed as active, the others as inactive; i = inactive; / = not tested or not shown; & = joins results of further samples.

[1] C=CCn1c(SCC(=O)N(CCOC)c2c(N)n(CCCC)c(=O)[nH]c2=O)nnc1-c1ccc(Cl)cc1
[2] NC(=O)CC(NC(=O)c1ccc(Br)cc1)c1ccc(N2CCN(c3ccc(F)cc3)CC2)c([N+](=O)[O-])c1 (stereo not given)
[3] COc1cccc2c(Cl)c(CCCl)c(C)nc12
[4] O=C(NCC1CCCO1)C1CCN(C2CCN(C3CCCCCC3)CC2)CC1 (stereo not given)
[5] CC(=O)c1c(N2CCOCC2)nc(=O)n(-c2ccccc2)c1C
[6] CC12CCC(=O)N1C(C(=O)Nc1nc(-c3ccccc3Cl)cs1)CS2 (stereo not given)
compound no.	1	2	3	4	5	6
DUSP3 inh	/	7	35	3	-7	/
Y pestis TopoI	22	-11	9	1	-4	31
PfHsp40 rescue	-0.7	0.4	15	-0.3	-0.2	0.1
MazEF act	8	3	3	14	-5	-5
SARS 3CLpro inh	/	/	2	3	-3	/
Rv3671c inh	11	-19	-1	3	-140	5
Anthrax LF prot	-1	0	-12	-12	1	3
SSB-PriA inh	5	-1	-4	5	5	-1
TcdB GH inh	1.3	0.8	1.3	-1.1	0.9	1.0
BH1578 lux ind	-2.3	i	-0.4	-3.1	i	i

[7] C/C(CCN1CCc2nc(-c3ccccc3)c(-c3ccccc3)cc2C1)=N\O[C@@H](C)c1cc(-c2c(C)cc(C)cc2C)no1
[8] Cc1nc(C2CCC3C4CCC5=CC(=O)CC[C@]5(C)C4CC[C@]23C)cs1 (stereo not given in full)
[9] Cc1cc(C)c2ccc(=S)[nH]c2n1
[10] COc1ccc(C(CNC(=O)c2oc3c(Cl)cccc3c2C)N2CCCC2)cc1 (stereo not given)
[11] O=C(O)CNC(=O)CC1S/C(=N/N=C2\CSC(=O)N2)NC1=O (stereo not given)
[12] COc1ccc(N(CC(=O)NCc2ccncc2)S(=O)(=O)c2ccccc2[N+](=O)[O-])c(OC)c1
compound no.	7	8	9	10	11	12
DUSP3 inh	8	15	33	/	18	22
Y pestis TopoI	4	/	-3	30	3	-8
PfHsp40 rescue	-2.1	/	0.8	0.0	-0.7	0.7
MazEF act	0	/	0	0	3	3
SARS 3CLpro inh	0	2	-2	/	0	3
Rv3671c inh	-7	-7	-3	-4	-27	-20
Anthrax LF prot	-1	/	-5	-1	-2	-1
SSB-PriA inh	/	/	-10	-2	/	3
TcdB GH inh	/	1.2	1.3	1.1	-0.9	-1.4
BH1578 lux ind	i	/	-0.4	-4.0	-0.2	-0.4

[13] COc1cc(/C=C(/NC(=O)c2ccccc2)C(=O)Nc2cccc(O)c2)c([N+](=O)[O-])cc1OC
[14] O=C(CSc1nnc(CNC(=O)c2ccc(F)cc2)o1)NCc1ccc2c(c1)OCO2
[15] O=C(COC(=O)c1cc(Cl)nc(Cl)c1)NC1CCCCCC1
[16] COc1ccc(/C=C2/SC(=S)N(CCCC(=O)Nc3ccc(O)cc3)C2=O)cc1
[17] Cc1cc(S(=O)(=O)NCC(c2ccccc2)c2ccccc2)ccc1-n1cnnn1
[18] COc1ccc(C2NC(=O)C(C#N)=C(S)N2c2ccc(C)cc2)cc1OC (stereo not given)
compound no.	13	14	15	16	17	18
DUSP3 inh	-4	0	/	14	-22	3
Y pestis TopoI	-11	-2	-5	-6	3	4
PfHsp40 rescue	-0.1	-0.4	-0.3	0.5	2.3	-1.7
MazEF act	20	14	-8	-22	3	8
SARS 3CLpro inh	0	1	/	-3	5	-1
Rv3671c inh	2	-3	-5	-6	1	-2
Anthrax LF prot	-4	-1	2	0	-1	0
SSB-PriA inh	3	-9	1	18	-17	-11
TcdB GH inh	-0.2	1.9	0.0	1.6	/	0.3
BH1578 lux ind	-0.6	-0.6	1.1	-0.3	-0.6	-0.5

[19] Cn1c(Cc2csc(N)n2)nnc1SCC(=O)NCc1ccccc1
[20] CC(=O)NNC(=O)CCn1c2c(c3ccccc31)CCCC2
[21] CN(C)CCC1(c2ccccc2)CCN(C)C1=O (stereo not given)
[22] CC1CC(C)CN(C(=O)CSc2nnc(N)s2)C1 (stereo not given)
[23] COc1ccc(NC(=O)c2cnc3n(c2=O)CCS3)cc1OC
[24] Cc1cc(C)c2c(N)c(C(=O)C(C)(C)C)sc2n1
compound no.	19	20	21	22	23	24
DUSP3 inh	-5	8	/	1	30	32
Y pestis TopoI	0	3	2	6	-8	-1
PfHsp40 rescue	0.1	-0.5	/	0.4	0.9	-0.3
MazEF act	-20	3	4	1	4	2
SARS 3CLpro inh	-2	5	/	-5	0	2
Rv3671c inh	2	-3	/	-4	6	3
Anthrax LF prot	-3	0	-5	-2	2	-1
SSB-PriA inh	-2&-11	0	/	7	-1	-30
TcdB GH inh	0.8	-0.2	0.0	0.1	1.0	1.7
BH1578 lux ind	i	-0.9	i	0.0	-0.3	0.6

[25] CCC1CCc2sc(C(=O)O)cc2C1 (stereo not given)
[26] CCN(CC)C(=O)C1=C(C)N(Cc2ccc(OC)cc2)C(=O)C(CC(=O)NC(c2ccccc2)c2ccccc2)C1 (stereo not given)
[27] COc1ccc(Oc2nccc(-c3ccc(Cl)cc3)n2)cc1
[28] COCCNC(=O)c1nn2c(C(F)(F)F)cc(-c3ccccc3)nc2c1Cl
[29] COc1cccc(C2c3[nH]c4ccccc4c3CCN2C(=O)Cn2cncn2)c1OC (stereo not given)
[30] CN(CC(=O)Nc1ccccc1Cl)C(=O)COC(=O)CCN1C(=O)C2CC=CCC2C1=O (stereo not given)
compound no.	25	26	27	28	29	30
DUSP3 inh	18	/	20	30	35	/
Y pestis TopoI	2	21	2	-2	-5	-3
PfHsp40 rescue	-1.7	/	-1.0	0.1	-0.1	/
MazEF act	-3	9	-3	10	2	-2
SARS 3CLpro inh	0	/	6	-2	1	/
Rv3671c inh	1	/	1	2	0	-6
Anthrax LF prot	0	-6	0	7	-2	-2
SSB-PriA inh	-7	/	-21	4	1	1
TcdB GH inh	/	1.7	/	-4.9	0.4	2.0
BH1578 lux ind	-0.3	-0.4	3.4	-0.3	-0.6	i

[31] COC(=O)C1=CN(C2CCCCC2)C=C(C(=O)OC)C1c1ccc2c(c1)OCO2
[32] O=C(CCc1n[nH]c(=O)[nH]c1=O)Nc1cccc([N+](=O)[O-])c1
[33] C[C@@]12C(=O)N(c3ccc(C(F)(F)F)cc3)C(=O)N1[C@@H]1c3ccccc3OC[C@@H]1[C@H]2c1ccccc1
[34] COCCN(CCOC)C(=O)c1ccc(NS(=O)(=O)c2ccc3[nH]c(=O)[nH]c3c2)cc1
[35] COc1ccc(S(=O)(=O)Nc2cc3c4c(oc3c3ccccc23)CCCC4=O)cc1
[36] O=C(CSc1ncnc2scc(-c3ccccc3)c12)NC1CCS(=O)(=O)C1 (stereo not given)
compound no.	31	32	33	34	35	36
DUSP3 inh	1	20	32	11	-23	3
Y pestis TopoI	19	4	-6	7	3	4
PfHsp40 rescue	-0.2	-0.2	1.6	-1.2	1.4	-0.6
MazEF act	3	8	6	2	-10	5
SARS 3CLpro inh	-1	-1	3	-5	1	6
Rv3671c inh	10	-7	4	10	-29	-1
Anthrax LF prot	-2	-2	-4	1	0	-8
SSB-PriA inh	-2	-4	3	-7	3	-12
TcdB GH inh	-0.5	0.8	/	1.5	/	-2.6
BH1578 lux ind	-0.3	-0.6	-1.0	i	/	i

[37] COC(=O)C1=C(C)N(Cc2ccco2)C(=O)N[C@@H]1c1ccc(Br)cc1
[38] Cc1nn(Cc2ccc(Cl)cc2)c(Cl)c1/C=N/NC(=O)CNc1ccccc1F
[39] CCOC(=O)Cc1csc(SCC(=O)Nc2sc3c(c2C(N)=O)CCC3)n1
[40] O=C(O)CCCCNS(=O)(=O)c1ccc(Cl)c(C(F)(F)F)c1
[41] Cc1csc2nc(CSc3nncn3-c3ccccc3)c(Br)n12
[42] Cc1noc(C)c1NC(=O)N(C)C[C@H]1Oc2c(NC(=O)c3ccncc3)cccc2C(=O)N([C@H](C)CO)C[C@@H]1C
[43] COc1ccc(/C=C/CN2CCCC(CO)(Cc3cccc(Cl)c3)C2)cc1 (stereo not given)
compound no.	37	38	39	40	41	42	43
DUSP3 inh	/	9	40	12	8	/	7
Y pestis TopoI	-2	18	-1	-5	-2	1	10
PfHsp40 rescue	-1.8	-0.2	0.4	0.3	0.0	0.8	-0.8
MazEF act	-19	22	-4	0	1	0	-3
SARS 3CLpro inh	/	-2	-1	1	-3	/	0
Rv3671c inh	-14	0	0	6	-7	-3	-4
Anthrax LF prot	1	-2	-6	-1	-1	2	-5
SSB-PriA inh	-30	/	-1	1	-4	-22	3
TcdB GH inh	1.6	/	/	/	/	0.1&0.7	2.0
BH1578 lux ind	i	-0.2	i	-0.4	-2.8	-0.4	i

In another format: entries from further up
nr | mol | DUSP3 inh | Y pestis TopoI | PfHsp40 rescue | MazEF act | SARS 3CLpro inh | Rv3671c inh | Anthrax LF prot | SSB-PriA inh | TcdB GH inh | BH1578 lux ind
29 | COc1cccc(C2c3[nH]c4ccccc4c3CCN2C(=O)Cn2cncn2)c1OC (stereo not given) | 35 | -5 | -0.1 | 2 | 1 | 0 | -2 | 1 | 0.4 | -0.6
30 | CN(CC(=O)Nc1ccccc1Cl)C(=O)COC(=O)CCN1C(=O)C2CC=CCC2C1=O (stereo not given) | / | -3 | / | -2 | / | -6 | -2 | 1 | 2.0 | i
31 | COC(=O)C1=CN(C2CCCCC2)C=C(C(=O)OC)C1c1ccc2c(c1)OCO2 | 1 | 19 | -0.2 | 3 | -1 | 10 | -2 | -2 | -0.5 | -0.3
32 | O=C(CCc1n[nH]c(=O)[nH]c1=O)Nc1cccc([N+](=O)[O-])c1 | 20 | 4 | -0.2 | 8 | -1 | -7 | -2 | -4 | 0.8 | -0.6
33 | C[C@@]12C(=O)N(c3ccc(C(F)(F)F)cc3)C(=O)N1[C@@H]1c3ccccc3OC[C@@H]1[C@H]2c1ccccc1 | 32 | -6 | 1.6 | 6 | 3 | 4 | -4 | 3 | / | -1.0
34 | COCCN(CCOC)C(=O)c1ccc(NS(=O)(=O)c2ccc3[nH]c(=O)[nH]c3c2)cc1 | 11 | 7 | -1.2 | 2 | -5 | 10 | 1 | -7 | 1.5 | i
35 | COc1ccc(S(=O)(=O)Nc2cc3c4c(oc3c3ccccc23)CCCC4=O)cc1 | -23 | 3 | 1.4 | -10 | 1 | -29 | 0 | 3 | / | /
36 | O=C(CSc1ncnc2scc(-c3ccccc3)c12)NC1CCS(=O)(=O)C1 (stereo not given) | 3 | 4 | -0.6 | 5 | 6 | -1 | -8 | -12 | -2.6 | i
37 | COC(=O)C1=C(C)N(Cc2ccco2)C(=O)N[C@@H]1c1ccc(Br)cc1 | / | -2 | -1.8 | -19 | / | -14 | 1 | -30 | 1.6 | i
38 | Cc1nn(Cc2ccc(Cl)cc2)c(Cl)c1/C=N/NC(=O)CNc1ccccc1F | 9 | 18 | -0.2 | 22 | -2 | 0 | -2 | / | / | -0.2
39 | CCOC(=O)Cc1csc(SCC(=O)Nc2sc3c(c2C(N)=O)CCC3)n1 | 40 | -1 | 0.4 | -4 | -1 | 0 | -6 | -1 | / | i
40 | O=C(O)CCCCNS(=O)(=O)c1ccc(Cl)c(C(F)(F)F)c1 | 12 | -5 | 0.3 | 0 | 1 | 6 | -1 | 1 | / | -0.4

Two neighbouring entries out of the list so far:
[37] COC(=O)C1=C(C)N(Cc2ccco2)C(=O)N[C@@H]1c1ccc(Br)cc1
[38] Cc1nn(Cc2ccc(Cl)cc2)c(Cl)c1/C=N/NC(=O)CNc1ccccc1F
compound no.	37	38
DUSP3 inh	/	9
Y pestis TopoI	-2	18
PfHsp40 rescue	-1.8	-0.2
MazEF act	-19	22
SARS 3CLpro inh	/	-2
Rv3671c inh	-14	0
Anthrax LF prot	1	-2
SSB-PriA inh	-30	/
TcdB GH inh	1.6	/
BH1578 lux ind	i	-0.2

Compound activity (PubChem)

Not all compounds are listed; the hit share may differ from the screen's.
